ERK EGF inh = inhibitors of EGF-stimulated ERK signaling pathway | HEK293-V1b, EGF-stimulated phospho-ERK AlphaScreen | Potency, µM (series often up to 11.5 µM), for inactives: top-dose activity change, negative = inhibition, hits mostly inhibitors | 130,000 tested, 0.41% active | AID 1454; active = well fitted inhibition curve with a large enough effect; inconclusive = small, poorly fitted or top-dose-only effect, or effect the other way;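 also: plate controls were stimulated vehicle wells for no effect and unstimulated vehicle basal for full effect; nearly all actives have a fitted effect of over 55% in size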
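EGF-stimulated (25 nM, 5 min) phospho-ERK in HEK293 cells stably expressing V1b, cells pretreated 30 min with compound at 37C. Homogeneous AlphaScreen read on lysates.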
Active calls of the source: *; ? = inconclusive; & = joins results of further samples; [ ] = dose if it differs, or a comment. Potency is read from the fitted curve at half-maximal effect. Only part of the results is shown (hit frequency here may not be typical).

SMILES	ERK EGF inh
CCn1c(-c2cc(-c3ccc(C)cc3)nc3ccccc23)n[nH]c1=S	-3%
COCCNCC(=O)Nc1nc(C)cs1	1%
Oc1oc(-c2ccccc2Br)nc1C=Nc1ccc(Br)cn1	0%
COc1cccc(NC(=O)COC(=O)COc2ccccc2[N+](=O)[O-])c1	1%
Cc1ccccc1NC(=O)N1CCN(S(=O)(=O)c2ccccc2)CC1	-7%
COC(=O)c1ccc(COc2ccc(-c3nnn(CC(=O)NC(C)(C)C)n3)cc2)cc1	-3%
CNC(=O)c1cc2c(cn1)[nH]c1ccccc12	13%&-1%
O=C(N/N=C(\CC(=O)c1cccs1)C(F)(F)F)c1ccncc1	26%[57.5 µM]
COc1ccc(/C=C/C(=O)NC(=S)Nc2ccc(S(N)(=O)=O)cc2)cc1	9%[57.5 µM]
OCCNCc1cc(Br)ccc1OCc1ccccc1Cl	8%
[O-]/C(=C(\C(=S)Nc1ccc(SC(F)F)cc1)[n+]1ccccc1)c1ccc(Cl)cc1Cl	-10%
CCOC(=O)C1CCCN(CCC(=O)Nc2cc(C)cc(C)c2)C1 (stereo not drawn)	-2%
CCN1CCN(CCOc2ccc(Cl)cc2)CC1	3%
CCOc1ccccc1CNc1ccc(O)cc1	-7%
CCC(=O)N(Cc1ccco1)Cc1cc2cccc(C)c2n2nnnc12	-29%
O=[N+]([O-])C(=c1ccc2c(c1)N1C3=C(CCCC3)CC3CCCCC31N=2)[N+](=O)[O-] (stereo not drawn)	?
COC(=O)c1ccc(OCc2cc(=O)n3ccsc3n2)cc1	-4%
COc1ccc(-n2nc(C)c3onc(C)c3c2=O)cc1	5%[57.5 µM]
COc1c(Cl)cnn(-c2ccccc2)c1=O	-4%
Cc1ccc(N2C(=O)C3C4C=CC(CNC(=S)Nc5ccc(F)cc5)(O4)C3C2=O)cc1 (stereo not drawn)	7%
COc1ccc(C)cc1-n1nnnc1SCc1nc2ccccc2c(=O)[nH]1	27%
CCOc1ccc(NC(=O)NCc2ccco2)cc1	-1%
Cc1cc(C)nc(SC(C)CNS(=O)(=O)c2ccccc2)n1 (stereo not drawn)	3%
O=C(COc1ccc(Br)cc1)Nc1cc(S(=O)(=O)N2CCCCC2)ccc1N1CCCCC1	-6%
Cc1ccccc1OCC(O)CN1CCN(CCN2C(=O)c3cccc4cccc(c34)C2=O)CC1 (stereo not drawn)	4%
CC(NC(=S)NNS(=O)(=O)c1ccc(C(C)(C)C)cc1)c1ccccc1 (stereo not drawn)	4%[57.5 µM]
CCCN(CCC)C(=O)CC(c1ccccc1)c1ccco1 (stereo not drawn)	-3%[57.5 µM]
O=C(CSCc1ccc(Cl)c(Cl)c1)Nc1c[nH]c(=O)[nH]c1=O	4%
CCOC(=O)c1c(N)sc(C(=O)N(CC)CC)c1C	6%
Cn1cc(/C=N/NC(=O)c2ccc(C#N)cc2F)c2ccccc21	-9%
Cc1ccccc1C(=O)Nc1ccc(C(=O)N/N=C/c2ccc(F)cc2)cc1	2%
O=C(Nc1ccccc1)N1CC2(CCN(C(=O)c3cnccn3)CC2)C1	-4%
CCn1c(=O)c(C(=O)CN2CCN(S(=O)(=O)c3cc(C)ccc3C)CC2)c(N)n(Cc2ccccc2)c1=O	4%
NC(=O)c1c(NC(=S)Nc2ccc(F)cc2)sc2c1CCCC2	-2%
Cc1nn(-c2ccc(F)cc2)c(C)c1CN1CCN(CCc2ccccc2)C(CCO)C1 (stereo not drawn)	-3%
OCCNc1ncnc2c1sc1nc(N3CCOCC3)c3c(c12)CCC3	4%
S=C(Nc1ccccc1Cl)NC1CCCCCC1	-9%
O=C(CSc1ncnc2c1oc1ccccc12)Nc1ccccc1C(F)(F)F	1%
CCN(CC)CCNC(=O)C(=O)NCC1OCCN1S(=O)(=O)c1ccc([N+](=O)[O-])cc1 (stereo not drawn)	13%
Cn1cc(CN2CC3C[C@@H]4CC2C[C@H](C3)C4)c(-c2ccc3c(c2)OCCO3)n1	1%

Another view of some results above:
O=C(CSCc1ccc(Cl)c(Cl)c1)Nc1c[nH]c(=O)[nH]c1=O
- ERK EGF inh: 4%

CCOC(=O)c1c(N)sc(C(=O)N(CC)CC)c1C
- ERK EGF inh: 6%

(cont.)
SMILES	ERK EGF inh
CC(C)[C@H](NC(=O)NC1CCN(Cc2ccccc2)CC1)C(=O)O	-13%[57.5 µM]
Cc1ccc(OCCn2cc(/C=C(\C#N)C(=O)NCC3CCCO3)c3ccccc32)cc1C (stereo not drawn)	6%
CC(=O)c1c(C(C)=O)c(C)n(-c2cccc([N+](=O)[O-])c2)c1C	7%
O=C(O)CCC(=O)Nc1ccccc1Oc1ccccc1	-6%
Cc1ccc2c(c1)c1c(n2CC(O)Cn2ccnc2C)C(=O)CCC1 (stereo not drawn)	4%
CCN(CC)S(=O)(=O)c1cccc(C(=O)Oc2cccc(NC(=O)c3cccs3)c2)c1	-3%
O=[n+]1cc(-c2ccc(Cl)cc2)n([O-])c2c1CCC2	3%[57.5 µM]
COc1cccc(NC(=S)NC2CC3CCCC(C2)N3CC(C)C)c1 (stereo not drawn)	3%
COc1cccc(/C=N/n2c(-c3ccco3)nc3ccccc3c2=O)c1	4%
Cc1ccc(CNC(=O)CSc2nc3c(sc4ccccc43)c(=O)n2CCCN2CCCC2)cc1	4%
CC(C)(C)[C@H]1C=C(C(=O)N2CCOCC2)O[C@@H](OCc2ccc(CO)cc2)C1	-7%[57.5 µM]
Cc1ccc(NC(=O)N2CCN(c3ncccc3C(F)(F)F)CC2)cc1	4%[57.5 µM]
CCO[C@@H]1OC(C(=O)N2CCOCC2)=C[C@H](c2cn(C(C)=O)c3ccccc23)[C@H]1CCCO	-7%[57.5 µM]
O=C(/C(=C/O)N=Nc1ccccc1)c1ccc(Cl)cc1	?
Cc1[nH]c2ccccc2c1C(=O)COC(=O)CCS(=O)(=O)c1ccccc1Cl	6%
COc1ccc(NC(=O)Nc2nnc(N3CCC(C)CC3)s2)cc1OC	3%
O=S(=O)(c1cccs1)N1CN(Cc2ccco2)c2nc3ccccc3nc21	-15%[57.5 µM]
COc1cccc(CN(Cc2ccco2)S(=O)(=O)c2ccc(S(=O)(=O)NCc3ccccc3)cc2)c1OC	9%
Cc1ccc(CNC(=O)c2ccc[nH]2)cc1	-3%
COc1cc(OC)c(OC)cc1/C=N/n1c(-c2n[nH]c3c2CCC3)n[nH]c1=S	-3%[57.5 µM]
Cc1no[n+]([O-])c1COc1ccc(/C=C(\C#N)C(N)=O)cc1	12%
O=C(COC(=O)c1nc(Cl)ccc1Cl)c1ccc(Cl)s1	14%
Cc1cccc(-n2nnnc2SCC(=O)N(CC(C)C)c2c(N)n(CC(C)C)c(=O)[nH]c2=O)c1	0%
Cc1ccc(CSc2nn3c(=O)c(C)nnc3s2)cc1	-6%
COc1ccc(-n2c(SCC(=O)Nc3cc(C)on3)nc3ccccc3c2=O)cc1Cl	-5%
COc1ccc(Oc2ccc(N/C=C3/CCCC3=O)cc2)cc1	4%
CC(C)N(CCC#N)C(=O)Nc1ccc2c(c1)CCO2	0%[57.5 µM]
COc1ccc(/C=N/NC(=O)CNC(=O)c2ccc3c(c2)OCCO3)cc1OC	5%
O=[N+]([O-])c1ccc(CN2CCCCCC2)s1	-3%
CSCC[C@H](NC(=O)Nc1cccc(Br)c1)C(=O)O	-8%[57.5 µM]
CC1CC(C)(C)NC(=S)N1CCC(=O)N1CCc2ccccc2C1 (stereo not drawn)	4%
CC(C)CN(C(=O)C(c1ccccc1)c1ccccc1)c1c(N)n(CC(C)C)c(=O)[nH]c1=O	-11%
c1ccc(-c2nnc(-c3ccccn3)s2)nc1	-7%[57.5 µM]
Cc1cccc(N2C(=O)C3C(c4ccccc4)OC4(C(=O)c5ccccc5C4=O)C3C2=O)c1 (stereo not drawn)	-1%[57.5 µM]
COc1ccc(/C=C/C(=O)Nc2ccc(C)cc2)cc1S(=O)(=O)N1CCOCC1	-6%[57.5 µM]
CC(CC(=O)NCc1cccnc1)c1ccccc1 (stereo not drawn)	3%
COc1ccccc1/C=C\C=N\NC(=O)c1ccco1	-5%
COc1cc(OC)c(C2=NOC(C(=O)Nc3ccc4c(c3)OCO4)C2)cc1Cl (stereo not drawn)	-1%
O=C(NCCCO)C(=O)NCc1ccncc1	-7%
CCc1nnc(NC(=O)CSc2nccn2-c2ccccc2)s1	13%

Compounds above with a CF3 group (3):
SMILES	ERK EGF inh
O=C(N/N=C(\CC(=O)c1cccs1)C(F)(F)F)c1ccncc1	26%[57.5 µM]
O=C(CSc1ncnc2c1oc1ccccc12)Nc1ccccc1C(F)(F)F	1%
Cc1ccc(NC(=O)N2CCN(c3ncccc3C(F)(F)F)CC2)cc1	4%[57.5 µM]

Further results follow:
SMILES	ERK EGF inh
Cn1c(SCc2ccc([N+](=O)[O-])cc2)nc2c(c1=O)SCC2	-1%
COc1ccc(CN2C(=O)c3ccccc3C2C(=O)NC2CCCCCC2)c(OC)c1 (stereo not drawn)	-12%
Cc1ccc(N2CC(C(=O)NCc3ccc(C)n3C)CC2=O)cc1 (stereo not drawn)	2%
O=C(COC(=O)c1ccccc1NS(=O)(=O)c1cccs1)NCC12CC3CC(CC(C3)C1)C2	5%
COc1ccc(N2CCN(CCC3Oc4cc([N+](=O)[O-])ccc4NC3=O)CC2)cc1 (stereo not drawn)	?
Cc1nc2ccc(S(=O)(=O)NCC(=O)Nc3cccc(F)c3)cc2s1	8%
CNC(=S)N(CCc1c(C)[nH]c2ccc(C)cc12)Cc1cc(OC)c(OC)c(OC)c1	2%
O=C(O)C12CC3CC(C1)CC(n1ncc(NCc4ccco4)c(Cl)c1=O)(C3)C2	?
Cc1nc(-c2nnc(-c3ccccc3)o2)c(C(F)(F)F)o1	0%[57.5 µM]
CCCN(CC(=O)Nc1ccc(C(N)=O)cc1)CC(=O)Nc1ccc(Cl)cc1Cl	-3%
CCOc1ccc(NC(=S)NCCN2CCN(Cc3ccccc3)CC2)cc1	?
NC(=O)N[C@@H](Cc1c[nH]c2ccccc12)C(=O)OCC(=O)N1CCCCC1	1%
Cc1ccsc1-c1nc(CN2CCCC2c2ccc(F)cc2)c(C)o1 (stereo not drawn)	0%
Cc1ccc(OCC(=O)O/N=C(\N)c2cccnc2)cc1	2%
CC(C)(C)C(=O)Nc1ccccc1C(=O)NCc1cccnc1	-1%[57.5 µM]
COc1ccc(NC(=O)CSc2nnc(CNC(=O)COc3ccc(Cl)cc3)o2)cc1	5%
CC1(OC(=O)C2CCCC2)C(=O)C=C2C=C(c3ccsc3)N(C3CCCC3)C=C2C1=O (stereo not drawn)	-4%[57.5 µM]
CCSc1nnc(NC(=O)[C@@H](NC(=O)c2cc(OC)cc(OC)c2)C(C)C)s1	2%
Cc1cc(C)nc(SCc2n[nH]c(=S)n2C)n1	2%
Cc1ccc(SCCC(=O)NCCSCc2ccco2)cc1	-17%

Seven entries drawn at random from the list so far:
SMILES	ERK EGF inh
Cc1ccc(OCC(=O)O/N=C(\N)c2cccnc2)cc1	2%
CC1(OC(=O)C2CCCC2)C(=O)C=C2C=C(c3ccsc3)N(C3CCCC3)C=C2C1=O (stereo not drawn)	-4%[57.5 µM]
CNC(=S)N(CCc1c(C)[nH]c2ccc(C)cc12)Cc1cc(OC)c(OC)c(OC)c1	2%
Cc1nc2ccc(S(=O)(=O)NCC(=O)Nc3cccc(F)c3)cc2s1	8%
Cc1ccc(SCCC(=O)NCCSCc2ccco2)cc1	-17%
CCCN(CC(=O)Nc1ccc(C(N)=O)cc1)CC(=O)Nc1ccc(Cl)cc1Cl	-3%
CC(C)(C)C(=O)Nc1ccccc1C(=O)NCc1cccnc1	-1%[57.5 µM]

(more compounds)
SMILES	ERK EGF inh
COc1ccc2c(c1)CC/C2=N\OC(=O)c1ccccc1OC	2%
CC(=O)c1cn(Cc2ccccc2)c(=O)[nH]c1=O	-3%
O=C(NC(=S)Nc1ccc(CN2CCOCC2)cc1)c1ccc([N+](=O)[O-])cc1	-22%
COC(=O)/C(C#N)=C1/C=Cc2ccccc2N1C	-6%
COc1ccccc1CNC(=O)c1csc2c1CCCC2	?
COC(=O)c1sccc1NC(=S)N1CCN(c2ccccc2)CC1	3%
COc1ccc(OCC(=O)N2N=C(C)CC2(O)C(F)(F)F)cc1 (stereo not drawn)	2%
Cc1cccc(-n2c(SCC(=O)N3CCCC3)nc3n[nH]c(C)c3c2=N)c1	-1%
Cc1noc2ncnc(Oc3ccccc3Cl)c12	-7%
S=C(Nc1ccccc1Cl)N(Cc1ccccc1)Cc1cccnc1	-2%
O=C(CSc1cc([N+](=O)[O-])cc(S(=O)(=O)Cc2ccccc2)c1)NC1CC1	11%
C/C(=N/NS(=O)(=O)c1ccc(Br)cc1)c1ccc(C)o1	5%
Cc1cccc(-n2ncc3c(NCCN4CCOCC4)ncnc32)c1	1%[57.5 µM]
CN(O)/C=c1/ccc2c(n1)C(=O)C=CC=2	2%
CC1(C)CC2C1CCC1(C)OC1CCC2(C)O (stereo not drawn)	24%
COc1ccccc1/C=N/NC(=O)c1cccc(NC(=O)c2ccccc2Cl)c1	2%
Cn1cc(S(=O)(=O)CC(=O)Nc2ccc3c(c2)OCO3)c2ccccc21	17%
N#Cc1cnc2ncnn2c1-c1ccccc1	-1%
O=C(O)CSC1=NC(=Nc2cccc(Cl)c2)C2(CCCCC2)N1c1ccccc1	9%
COc1ccc(OC)c(CN(CCCN2CCOCC2)C(=O)Nc2ccccc2)c1	-5%
CCCCC(CC)C(=O)Nc1ncc([N+](=O)[O-])s1 (stereo not drawn)	-15%
Fc1ccc(F)c(C2=NNC(=NCC3CCCO3)SC2)c1 (stereo not drawn)	-8%
O=C1N/C(=C\c2ccccc2)C(O)=C1C=NCc1ccccc1	11%
COC(=O)Oc1ccc(/C=N/NC(=O)CSCc2ccc(Cl)cc2)cc1OC	2%

Compound activity from PubChem.
